# Eya2 inh: inhibitors of human Eya2 phosphatase activity; Potency, µM (series often up to 76.9 µM), without a hit: at the highest dose activity, negative = inhibition, most hits filed as inhibitors; recombinant Eya2, OMFP fluorescence dephosphorylation (OMFP is methylfluorescein phosphate); actives 0.006% (n = 330,000); note: potency is the fitted concentration of half-maximal effect; % is set by controls: 0 for no effect and ±100 for the full control effect
#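 Eya2 protein (added as 0.2 uM solution) was preincubated with compound for 10 min at ambient temperature in 50 mM HEPES pH 7.5, 50 mM NaCl, 5 uM MgCl2, 0.05% BSA, 1 mM DTT. OMFP (added at 50 uM) then reacted 10 min; fluorescence read at 485/525 nm.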
# USP2a inh: USP2a (human) protease inhibition. USP2 core, Ub-CHOP2 coupled fluorogenic reporter, 485/531. O75604. Potency, µM (highest dose often 38.3 µM), without a hit: at the highest dose activity change, negative = inhibition, most hits filed as inhibitors. actives 0.01% (n = 330,000);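 note: potency is the fitted concentration of half-maximal effect; plate controls were DMSO wells for no effect and full inhibition by NEM control for full effect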
#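 Cell-free coupled assay: 10nM USP2 core preincubated 30min RT with compound in Tris-HCl pH 8.0/CaCl2/CHAPS buffer, then 25nM Ub-CHOP2 and 25nM reporter substrate; fluorescence (Ex 485/Em 531) read after 60min RT, normalized to NEM inhibition, concentration-response curves fitted.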
# PKM2 act: activators of human pyruvate kinase M2 | P14618 | purified PKM2, Kinase-Glo ATP luminescence, activation; response scale: 0% is enzyme alone, no compound | Potency, µM (top dose mostly 57.5 µM), for the others: at the highest dose activation, actives largely listed as activators | actives 0.34% (n = 260,000) | AID 1631; note: potency is the fitted concentration of half-maximal effect; % is set by controls: 0 for no effect and ±100 for the full control effect; nearly all actives have a fitted effect of over 55% in size
#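 Kinase-Glo luminescence reports ATP generated from ADP (0.1 mM) and PEP (0.5 mM) by purified hPK-M2 after 1 h at room temperature, pH 7.2 imidazole buffer; intermediate enzyme activity allows detecting inhibitors and activators.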
# MBNL1-CUG inh: blocks human MBNL1 binding to CUG repeat RNA. Q9NR56. actives 0.036% (n = 280,000). Potency, µM (highest dose often 57.5 µM), for inactives: at the highest dose activity change, negative = inhibition, hits mostly inhibitors. TR-FRET MBNL1-His/biotin-(CUG)12 binding, 665/545 ratio; active = well fitted inhibition curve with a large enough effect in the signal ratio, with a control signal flat, not every such curve was filed as active; inconclusive = small, poorly fitted or top-dose-only effect, or effect the other way, or a change in a side signal; inactive = no such curve, though single readings can be large or run the other way; the % refers to the signal ratio; note: potency is the fitted concentration of half-maximal effect; % is set by controls: 0 for no effect and ±100 for the full control effect
#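 Ratiometric TR-FRET (665 over 545 nm, excitation 340 nm) tracks disruption of MBNL1-His/biotin-(CUG)12 complex after 60 min at room temperature, with compounds at 92 nM to 58 uM final.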
# hERG WT inh: KCNH2 (human, wildtype) channel inhibition; Q12809; U2OS, BacMam KCNH2, thallium flux FluxOr; hits give low values; activity change, % at 1.84 µM; actives 0.37% (n = 340,000); AID 720551;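 active = maximum activity change below -70%; inconclusive = maximum activity change between -70% and -50%; inactive = maximum activity change above -50%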; note: % is set by controls: 0 for no effect and ±100 for the full control effect
#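 U2OS cells transduced with wild-type KCNH2 virus are loaded with FluxOr dye for 45 min, and thallium flux is measured in kinetic reads before and after stimulation buffer. Rate constants are normalized to DMSO controls.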
# ASM inhibitor: human S-ASM enzyme inhibition. P17405. placental ASM, HMU-PC fluorogenic substrate, 60 min. Potency, µM (highest dose often 57.5 µM), for inactives: at the top dose activity change, negative = inhibition, most hits filed as inhibitors. actives 0.006% (n = 340,000); note: potency is the fitted concentration of half-maximal effect
# Target sequence (P17405 47-631 limits assumed): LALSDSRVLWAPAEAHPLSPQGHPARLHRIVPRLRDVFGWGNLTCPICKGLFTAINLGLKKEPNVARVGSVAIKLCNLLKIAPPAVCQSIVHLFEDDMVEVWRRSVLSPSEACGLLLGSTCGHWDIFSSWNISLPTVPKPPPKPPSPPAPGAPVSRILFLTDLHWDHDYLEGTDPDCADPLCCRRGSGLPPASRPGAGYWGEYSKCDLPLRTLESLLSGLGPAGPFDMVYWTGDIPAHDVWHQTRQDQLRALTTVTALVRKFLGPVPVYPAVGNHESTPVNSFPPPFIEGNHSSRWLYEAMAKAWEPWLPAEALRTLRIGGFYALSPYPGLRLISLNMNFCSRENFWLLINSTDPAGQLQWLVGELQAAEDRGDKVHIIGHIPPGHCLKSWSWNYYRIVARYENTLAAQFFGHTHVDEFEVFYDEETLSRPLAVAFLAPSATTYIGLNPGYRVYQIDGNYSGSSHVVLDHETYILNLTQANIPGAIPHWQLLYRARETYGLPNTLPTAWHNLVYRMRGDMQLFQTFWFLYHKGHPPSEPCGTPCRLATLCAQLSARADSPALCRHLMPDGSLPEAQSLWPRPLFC
#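 qHTS format. ASM enzyme prepared from human placenta hydrolyses the fluorogenic substrate HMU-PC0 (9 uM final) over 60 min at 37 °C after a 10 min compound preincubation.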
# Chronic BCR inh: inhibitors of chronic active B-cell receptor signaling | ABC-DLBCL IkBa-CBG/CBR reporter, luminescence ratio, 4 h | Potency, µM (series often up to 46.1 µM), inactives show top-dose ratio change, negative = lower green/red ratio, hits mostly inhibitors | actives 0.05% (n = 340,000) | AID 493014; active = well fitted inhibition curve with a large enough effect in the signal ratio, with a control signal flat, not every such curve was filed as active; inconclusive = small, poorly fitted or top-dose-only effect, or effect the other way, or a change in a side signal; the % refers to the signal ratio;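 note: potency is the fitted concentration of half-maximal effect; plate controls were basal doxycycline-induced cells for no effect and cells given 10 µM MG132 for full effect; MG132 reads +100%, hits lower the ratio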
#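 Concentration-response series (up to 46 uM) were applied to TMD8 dual-reporter cells for 4 h at 37C with doxycycline. Green/red ratio, after filter-overlap correction, defined %Activity; red signal alone was normalised to basal cells and zero luminescence.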
# Menin MLL FP TR: menin-MLL binding inhibition, Texas Red mutant peptide; O00255; Menin + Texas Red MLL mutant peptide, fluorescence polarization; actives 0.23% (n = 270,000); Potency, µM (doses to about 61.6 µM), for the others: at the top dose FP activity change, negative = inhibition, usual class: inhibitors; active = well fitted inhibition curve with a large enough effect in the polarisation, with a control signal flat, not every such curve was filed as active; inconclusive = small, poorly fitted or top-dose-only effect, or effect the other way, or a change in a side signal; inactive = no such curve, though single readings can be large or run the other way; the % refers to the polarisation; note: potency is the fitted concentration of half-maximal effect; % of control where 0% means no effect; many of its hits are not listed in these tables
# Mito fusion act: blocks mitochondrial division or promotes mitochondrial fusion; S. cerevisiae fusion-defective mutant growth rescue, CellTiterGlo 48 h; Potency, µM (doses to about 46.1 µM), for inactives: top-dose growth rescue (activation), actives largely listed as activators; actives 0.23% (n = 320,000);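 note: potency is the fitted concentration of half-maximal effect; % of control where 0% means no effect; nearly all actives have a fitted effect of over 45% in size; temperature-sensitive fusion mutants such as fzo1-1 at 37 °C on non-fermentable ethanol glycerol medium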
#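 Growth-rescue viability read-out: after 48 h at the non-permissive 37C in glycerol/ethanol YPEG, yeast mitochondrial fusion mutants are measured by CellTiterGlo luminescence; compounds (23 nl pinned per well) restoring growth score as division inhibitors or fusion activators.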
# GALK inhibitor: galactokinase (human) inhibition; Purified GALK, Kinase-Glo residual ATP luminescence; actives 0.007% (n = 270,000); Potency, µM (top dose mostly 57.5 µM), inactives show top-dose activity change, negative = inhibition, usual class: inhibitors; AID 1868; note: potency is the fitted concentration of half-maximal effect; % is set by controls: 0 for no effect and ±100 for the full control effect
# Target sequence (P51570 whole entry, looked up): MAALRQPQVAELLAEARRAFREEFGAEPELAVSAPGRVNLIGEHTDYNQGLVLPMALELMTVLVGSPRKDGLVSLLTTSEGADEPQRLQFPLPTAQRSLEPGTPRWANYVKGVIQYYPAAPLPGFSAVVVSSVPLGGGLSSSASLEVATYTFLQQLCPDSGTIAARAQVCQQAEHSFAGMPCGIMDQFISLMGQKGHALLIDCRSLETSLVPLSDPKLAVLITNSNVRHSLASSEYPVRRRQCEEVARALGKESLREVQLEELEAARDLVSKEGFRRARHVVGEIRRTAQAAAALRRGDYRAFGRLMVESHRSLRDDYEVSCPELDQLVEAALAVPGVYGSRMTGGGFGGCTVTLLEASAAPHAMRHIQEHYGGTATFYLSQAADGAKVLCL
#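 Compounds were pin-transferred into ATP buffer (35 uM final), then GALK plus galactose (5 nM, 100 uM final) was added. After 1 h at room temperature, Kinase-Glo Plus was added and luminescence read after 10 min.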
# TSHR antagonist: human thyrotropin receptor antagonism; P16473; TSHR-expressing cells, TSH-stimulated cAMP HTRF, 2 h; hits give low values; AID 504810; actives 0.2% (n = 330,000); activity change, negative = inhibition, % at 11.5 µM;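 active = activity change below a set negative limit, meaning inhibition stronger than a set level, cut at about -70% in these data; inconclusive = activity change between two set negative limits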; note: % is set by controls: 0 for no effect and ±100 for the full control effect
#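 Competitive HTRF cAMP read-out (cryptate anti-cAMP antibody, cAMP-d2; 30 min, room temperature) in freshly harvested TSHR cells. Compounds added before TSH at EC80 (4nM final), followed by 2 hours' incubation at 37 deg C.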
# Active calls of the source: *; ? = inconclusive; . = not tested or not shown; [ ] = remark or other dose. Unless noted, calls come from the whole dose curve; as a rule, active = well fitted curve in the direction sought with a large enough effect; inconclusive = small, poorly fitted or top-dose-only effect, or another doubt; inactive = no such curve, though single readings can be large; an effect the other way counts as inactive or inconclusive.
SMILES,Eya2 inh,USP2a inh,PKM2 act,MBNL1-CUG inh,hERG WT inh,ASM inhibitor,Chronic BCR inh,Menin MLL FP TR,Mito fusion act,GALK inhibitor,TSHR antagonist
CN(C(=O)COC(=O)/C=C/c1ccccc1[N+](=O)[O-])c1ccccc1,-13%,11%,-2%,?,0,1%,0%,-12%,3%,1%,-10
CCn1[nH]c(=O)c(=Nc2c(C)n(C)n(-c3ccccc3)c2=O)cc1-c1ccc(Cl)cc1,10%,0%,-2%,9%,-11,0%,1%,?,4%,0%,24
O=C(COc1ccc(Br)cc1Cl)NC(=S)N1CCc2ccccc21,7%,4%,2%,.,3,-9%,?,17%,-5%,1%,-14
CCCOc1ccc(-c2c(C(=O)N/N=C/C3CCCCC3)nnn2-c2nonc2N)cc1,-5%,1%,.,-4%,3,2%,9%,.,0%,-2%,5
COc1ccc(NS(=O)(=O)c2cccs2)c(OC)c1,19%,3%,-7%,-5%,2,1%,12%,-9%,-1%,-1%,16
CC(C)(C)N(Cc1ccccc1)C(=O)c1ccc(Br)o1,-26%,0%,1%,5%,5,-1%,?,?,2%,-3%,-21
Nn1c(SCc2nc3ccccn3c2Br)nnc1-c1cccnc1,3%,-1%,1%,-2%,-10,7%,-1%,0%,-6%,3%,23
Cc1[nH]c2c(Cl)cccc2c(=O)c1CN1CCCC1,2%,5%,2%,4%,8,6%,-1%,2%,1%,-1%,1
COc1ccccc1N(C)S(=O)(=O)c1ccc(C(=O)NC2=NCCS2)cc1,-3%,2%,0%,3%,-1,1%,-1%,15%,0%,0%,3
COc1ccc(Br)cc1CN(C)C(C)C(=O)Nc1cc([N+](=O)[O-])ccc1OC (stereo not drawn),-1%,5%,0%,9%,0,-1%,-2%,15%,12%,-2%,-12
CC(C)(C)NC(=O)CSc1nc2ccc(NC(=O)CSc3nnc(N)s3)cc2s1,-3%,0%,-3%,?,3,2%,-7%,1%,-2%,2%,-19
COc1cc(/C=N/NC(=O)c2cccnc2)ccc1OC(=O)c1ccco1,10%,1%,4%,15%,-6,1%,5%,.,0%,-6%,61
COc1ccc(C(=O)N2CCN(Cc3ccc4c(c3)OCO4)CC2)cc1[N+](=O)[O-],-8%,3%,-4%,14%,26,4%,-3%,?,13%,1%,1
CC1(C)CC(=O)C2=C(C1)OC1=C(C(=O)CC(C)(C)C1)C2c1ccc(O)c([N+](=O)[O-])c1,6%,-7%,-1%,16%,.,-3%,12%,-22%,-1%,5%,3
Cc1ccc(-c2csc(-c3cc(C)on3)n2)cc1,10%,2%,2%,63%[activator],13,-5%,?,.,0%,-2%,8
NC(=O)CC[C@@H]1NC(=O)[C@@H]2CCCN2C(=O)c2cc([N+](=O)[O-])cc(I)c2NCCCC[C@@H](C(=O)NC(CC(=O)O)C(N)=O)NC1=O (stereo partly drawn),6%,1%,-1%,?,-28,3%,-1%,4%,0%,.,-2
Cc1ccc(C(=O)CSC2=C(C#N)C(c3ccco3)C3=C(CCCC3=O)N2)cc1 (stereo not drawn),-4%,1%,0%,?,-12,6%,?,9%,21%,6%,-11
COCCN1CN(S(=O)(=O)c2cccc(Cl)c2)c2nc3ccccc3nc21,-17%,-2%,6%,15%,-1,14%,?,17%,-6%,-3%,-3
Cn1c(=O)n(C/C=C/c2ccccc2)c(=O)c2c1nc1n2CCCN1Cc1ccccc1,25%,1%,0%,-7%,10,?,4%,-7%,25%,1%,-12
O=C(CCc1nc(-c2ccccc2)no1)N1CCCC1,-18%,1%,-1%,-5%,-4,0%,4%,-1%,1%,0%,-6
O=c1c2ccsc2ncn1Cc1ccc(Cl)cc1,-1%,2%,19%,-5%,-6,2%,-2%,1%,0%,-4%,16
CN1CCN(c2ccc(-c3ccnn3C(=O)Nc3cccc(C(F)(F)F)c3)cc2)CC1,0%,2%,-9%,-14%,-1,-1%,5%,8%,3%,2%,-4
COc1ccccc1NC(=O)/C=C1\SCC(=O)N1C,4%,-2%,-28%,-1%,2,6%,-1%,-6%,5%,-1%,10
COc1cccc(NC(=O)Nc2nnc(Cc3ccccc3)s2)c1,-1%,1%,1%[11.5 µM],-5%,-44,1%,-1%,-4%,-3%,-2%,0
O=C(NCC(c1ccco1)N1CCOCC1)c1cccc(Cl)c1 (stereo not drawn),-5%,2%,.,.,-9,2%,11%,.,2%,.,10
# The listing continues.
SMILES,Eya2 inh,USP2a inh,PKM2 act,MBNL1-CUG inh,hERG WT inh,ASM inhibitor,Chronic BCR inh,Menin MLL FP TR,Mito fusion act,GALK inhibitor,TSHR antagonist
COc1ccc(CCNC(=O)C2CC3Cn4c(nc5cc6ccccc6cc54)C3N2C)cc1 (stereo not drawn),-1%,-2%,6%,9%,-10,-1%,0%,.,-11%,-4%,-26
COc1ccc(OC)c(-c2cc(C(=O)Nc3sc4c(c3C#N)CCC(C)C4)c3ccccc3n2)c1 (stereo not drawn),1%,1%,-1%,-1%,-13,-9%,-7%,3%,1%,1%,10
CCn1c(CCC(=O)Nc2ccccc2F)nnc1SCC(=O)Nc1ccc(OC)cc1,-2%,1%,5%,0%,3,0%,-5%,.,-7%,-5%,-3
Cc1cccc(NC(=O)CNC(=O)CSc2ncccn2)c1C,5%,4%,.,.,2,3%,0%,.,.,.,-1
COc1ccccc1N1CCN(C(=O)c2cc3ccccc3[nH]2)CC1,9%,0%,-5%,-9%,-4,-3%,-15%,-14%,5%,-4%,13
O=C1CSc2ccc(S(=O)(=O)N3CCN(c4ccccc4F)CC3)cc2N1,-1%,0%,.,-3%,9,-1%,?,.,5%,5%,-12
CN(C(=O)COC(=O)c1ccc2c(=O)n3c(nc2c1)CCC3)c1ccccc1,2%,0%,2%,10%,7,44%[activator],?,-11%,7%,2%,5
CN(CC(=O)Nc1ccc(F)c(F)c1F)c1ncnc2sccc12,0%,1%,3%,-1%,-1,9%,-2%,-13%,-2%,0%,-10
CCOC(=O)C1=C(c2ccccc2)NC(SCC(=O)Nc2cccc(C)c2)=C(C#N)C1c1ccco1 (stereo not drawn),-9%,-3%,0%,8%,4,-10%,?,-26%,0%,1%,-6
Cc1ccc2c(c1)-c1c(cnn1CC(=O)NC(C)CCc1ccco1)CO2 (stereo not drawn),0%,2%,?,0%,0,-2%,0%,-9%,5%,-2%,-6
COc1ccc(NC2=CC(=O)CC(C)(C)C2)cc1OC,32%,1%,-1%,2%,-1,4%,-5%,9%[11.7 µM],-2%,2%,-7
CN(c1ccccc1C(=O)NCc1ccccn1)S(C)(=O)=O,-30%,0%,3%,6%,-4,0%,4%,45%[activator],1%,-1%,-1
CCc1ccc(CN2CCN(C(=O)c3cccc(OC)c3OC)CC2)cc1,-3%,-2%,-8%,-4%,-14,0%,-17%,-12%,-1%,-1%,-14
CC(=O)c1cccc(NC(=O)c2ccc3c(c2)OCO3)c1,-2%,2%,-7%,-12%,-5,-1%,?,-6%,-3%,6%,4
Cc1ccc(OCC(=O)Nc2ccc(S(=O)(=O)Nc3cc(C)nc(C)n3)cc2)c(C)c1,11%,4%,.,.,-1,0%,-1%,.,5%,.,0
COC(=O)C1=C(C)N(C)C(=O)NC1c1ccc(O)c(Cl)c1 (stereo not drawn),0%,1%,4%,-5%,-24,2%,0%,14%,0%,0%,-1
COc1ccc(CCC(=O)N2CCN(S(=O)(=O)c3ccc(C)cc3)CC2)cc1,-6%,0%,.,.,5,0%,7%,.,6%,.,-5
CCN(CC)CCNC(=O)c1ccc(NC(=O)c2c(F)cccc2Cl)cc1,0%,-1%,-5%,-4%,18,5%,6%,-18%,19%,-3%,4
O=C(C1CCCN(S(=O)(=O)c2ccc(Br)cc2)C1)N1CCOCC1 (stereo not drawn),-9%,-4%,0%,-6%,2,3%,?,.,-1%,5%,6

# Screening data (PubChem BioAssay)

# An excerpt (hit frequency here may not be typical).
